Assay outcomes: PubChem, several laboratories
MEKK2mut PB1 HTS: MEK5 binding signal on mutant MEKK2 PB1, primary screen, biochemical, multiplex bead flow cytometry, Alexa488-MEK5. Alexa488-MEK5 binding to MEKK2 mutant. percent response, % at 10 µM. actives 0.35% (n = 290,000). AID 1530, 2009; in the data active = percent response above about 24%, passing the limit was not always enough; note: inactives centre near 1; some results filed as inactive read as strong as hits
IMP-1 inhibitor: IMP-1 metallo-beta-lactamase inhibitors, primary screen, biochemical, epi-absorbance readout, Pseudomonas aeruginosa enzyme; AID 1556, 2009; inhibition, % at 5.6 µM; purified IMP-1, nitrocefin hydrolysis, epi-absorbance fluorescence; actives 0.45% (n = 290,000);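 active = inhibition above the mean plus 3 SD of all compounds in the same screening run, cut at about 4.5% in these data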;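 note: 0% = IMP-1 with DMSO and 100% = DMSO wells lacking enzyme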
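Assay system: purified IMP-1; Quantity: IMP-1 0.2 nM before substrate addition; Medium: HEPES buffer pH 7.1 with ZnSO4 and Brij 35; Incubation: 15 min enzyme–compound preincubation, then 25 min nitrocefin reaction, 25 °C; Signal: fluorescence quenching readout, ex 480/em 530 nm; Controls: DMSO with and without IMP-1; Repeats: singlicate testing.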
NALP1 inh: NALP1 inflammasome inhibitors in reconstituted yeast, colorimetric, S. cerevisiae, triplicate retest; S. cerevisiae NALP1/ASC/caspase-1 growth, X-gal OD620, 72 h; inhibition, % at 10 µM; actives 0.61% (n = 280,000); AID 2071, 2009; in the data active = inhibition mostly above about 24%, no sharp cut-off; inactive = mostly below about 32%; note: some compounds called inactive have numbers as strong as hits
DNA FID counter: compounds displacing fluorescent DNA intercalator, primary screen, artefact control for HCV NS3 helicase inhibitor project, biochemical, FID fluorescence. DNA fluorescent intercalator displacement. inhibition, % at 7.9 µM. actives 0.17% (n = 290,000). AID 1845, 2009; in the data active = inhibition above about 37%;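 note: 0% = vehicle and 100% = reference compound; higher means more ethidium bromide displaced from hairpin DNA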
MEKK2wt PB1 HTS: modulators of MEK5 binding to wildtype MEKK2, primary screen, biochemical, multiplex bead flow cytometry, Alexa488-MEK5 | Alexa488-MEK5 binding to MEKK2 WT; actives lie on both sides | binding response (% of control), % at 10 µM | actives 1.1% (n = 290,000) | AID 1531, 2009; in the data active = binding response below about 67% or above about 130%
HCV NS3 hel inh: inhibitors of HCV NS3 helicase, primary screen, biochemical, Cy5 molecular beacon fluorescence; actives 0.56% (n = 290,000); NS3 helicase DNA unwinding; inhibition, % at 10.9 µM; AID 1800, 2009;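 active = inhibition above the mean of all tested compounds plus 3 SD, set per campaign, cut at about 35% in these data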;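 note: 0% = DMSO wells and 100% = thioflavine S control wells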
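assay system = NS3 helicase fragment of HCV | buffer or medium = MOPS pH 6.5, MgCl2, DTT, Tween20, BSA | timing = 60 min unwinding reaction at 25 °C after ATP addition | signal = Cy5 beacon fluorescence read at start and 1 h | read-out basis = % inhibition of unwinding | control set = low DMSO, high thioflavine S at 110 µM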
VIM-2 inhibitor: VIM-2 metallo-beta-lactamase inhibitors, primary screen, biochemical, epi-absorbance readout, Pseudomonas aeruginosa enzyme. purified VIM-2, nitrocefin hydrolysis, epi-absorbance fluorescence. inhibition, % at 5.6 µM. actives 0.89% (n = 290,000);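 active = inhibition above the mean of all tested compounds plus 3 SD, cutoff set per screening run, cut at about 7.5% in these data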;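 note: red hydrolysis product quenches plate fluorescence so inhibitors raise well fluorescence; 0% = enzyme with DMSO and 100% = DMSO without enzyme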
UBC9 SUMO inh: inhibitors of in vitro SUMOylation cascade, primary screen, biochemical, HTRF, uHTS; actives 0.36% (n = 290,000); AID 2006, 2009; SUMO-conjugating enzyme UBC9 (Homo sapiens), P63279; inhibition, % at 35 µM; HTRF SUMOylation assay, SAE1/SAE2 + UBC9; in the data active = inhibition above about 50%, passing the limit was not always enough; note: strong numbers were not always called active
Target sequence (P63279 whole entry, looked up): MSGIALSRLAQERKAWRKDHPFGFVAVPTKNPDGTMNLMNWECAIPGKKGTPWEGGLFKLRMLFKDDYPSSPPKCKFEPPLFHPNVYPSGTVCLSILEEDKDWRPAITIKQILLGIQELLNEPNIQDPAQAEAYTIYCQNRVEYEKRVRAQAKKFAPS
PfM18AAP inh: PfM18AAP inhibitors, malaria aminopeptidase, primary screen, biochemical, QFRET, recombinant enzyme; H-Glu-NHMec fluorogenic cleavage; inhibition, % at 7.35 µM; actives 1.2% (n = 290,000); AID 1822, 2009;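 active = inhibition above the campaign mean inhibition over all tested compounds plus 3 SD, cut at about 28% in these data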;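 note: 0% = plate median of test compound wells and 100% = 2 mM ZnCl2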
An asterisk follows results filed as active; . = no result given.

SMILES	MEKK2mut PB1 HTS	IMP-1 inhibitor	NALP1 inh	DNA FID counter	MEKK2wt PB1 HTS	HCV NS3 hel inh	VIM-2 inhibitor	UBC9 SUMO inh	PfM18AAP inh
O=C(CN(c1cc(Cl)ccc1Cl)S(=O)(=O)c1ccccc1)N1CCOCC1	-5.0	-1.8	1.1	-39.9	96.0	-2.9	-2.7	-6.1	-0.4
O=C(CN1CCN(c2ncc(C(F)(F)F)cc2Cl)CC1)Nc1ccc2c(c1)OCO2	0.0	-1.9	31.5	-2.0	99.0	-2.1	-2.4	-3.4	-1.2
CCOC(=O)COc1ccc(S(=O)(=O)Nc2ccc3c(c2)OCO3)cc1	-3.0	-0.6	26.2	48.0*	101.0	-0.5	-2.2	10.6	9.0
Cc1nn(C)c(C(=O)Nc2ccc(Br)cc2F)c1Br	-2.0	-2.9	27.7	-4.4	96.0	-5.8	0.7	4.9	-9.1
Cc1ccc(-n2nnnc2-c2cnoc2-c2cccc(F)c2)cc1	1.0	-4.2	-55.8	-10.1	92.0	9.0	-4.7	-5.1	-6.1
CCOc1cc(NC(=O)CCl)c(OCC)cc1NC(C)=O	2.0	-3.1	0.2	0.9	105.0	-9.8	-0.1	-13.3	4.9
CC(C)Oc1cccc(C(=O)C2CCCN(C(=O)c3ccsc3)C2)c1 (stereo not drawn)	2.0	-2.4	-7.4	-23.3	107.0	-6.2	-3.1	5.4	2.4
CC(C)n1cnc2cc(NCc3nc4ccccc4n3C)ccc21	-3.0	-4.6	23.7	-7.3	91.0	6.0	-3.9	18.9	-2.9
O=C(CCCN1C(=O)CCC1=O)Nc1ccc(Cl)c(C(F)(F)F)c1	1.0	-1.5	2.4	-3.1	98.0	-0.1	-0.7	2.0	-3.9
COc1cc(NC(=O)C2=C(C)OCCS2)c(Cl)cc1C(=O)NCCN(C)C	-1.0	-2.3	20.4	0.9	97.0	-5.1	14.3*	17.2	-6.5
CN1C(=O)C(O)(C2OC(C)(C)CCC2=O)c2ccccc21 (stereo not drawn)	-1.0	-0.8	-7.1	2.8	97.0	4.4	-1.4	11.2	0.3
C#CCN(C)CC/C=C1\c2ccccc2CSc2ccccc21	5.0	0.6	9.5	0.8	115.0	-23.3	-0.7	-35.3	3.8
COc1ccc(CNC(=O)c2coc(=O)c3ccccc23)c(OC)c1	3.0	-4.2	27.9	-9.2	110.0	1.3	-2.5	12.4	4.1
CC(Sc1nc2ccccc2n1C)C(=O)Nc1ccc(N2CCOCC2)cc1 (stereo not drawn)	2.0	-4.3	-5.5	-26.8	104.0	-4.4	-3.9	8.5	-0.3
O=C(CCn1nc(-c2ccccc2)c2ccccc2c1=O)NN1CCOCC1	2.0	-2.5	7.7	-12.3	103.0	-5.1	-0.5	1.5	-12.9
O=C1C(=O)N(CCN2CCOCC2)C(c2ccc([N+](=O)[O-])cc2)/C1=C(/O)c1ccc2c(c1)OCO2 (stereo not drawn)	-6.0	1.4	-4.7	-26.7	90.0	2.2	1.0	9.3	27.1
Cc1coc2c(C)c3oc(=O)c4c(c3cc12)CCC4	.	-1.6	.	0.3	.	4.1	1.3	.	-2.6
COc1ccc(OCCn2ccnc2)cc1	5.0	-2.1	12.4	3.7	112.0	4.0	0.7	17.9	-8.2
COCCN1CCN(C(=O)C2CCC(=O)N(Cc3ccccc3OC)C2)CC1 (stereo not drawn)	10.0	-3.3	17.3	-5.8	109.0	3.2	-2.0	9.4	-0.8
COC(=O)c1ccc(NC(=S)NN2CCCCC2c2cccnc2)cc1 (stereo not drawn)	-11.0	-0.7	12.1	-7.9	96.0	14.2	1.6	-10.8	17.8
Cc1csc(NC(=O)CSc2nnc(-c3cc(C)on3)o2)n1	-1.0	-2.5	18.9	-4.9	90.0	5.9	-6.2	-4.4	19.1
O=C(O)/C=C/C(=O)Nc1ccccc1SC(F)(F)C(F)(F)C(F)(F)F	-4.0	-3.3	0.4	-2.8	98.0	0.5	-0.8	15.3	-2.9
COc1ccc(Cn2c(=O)[nH]c3cc(C(=O)NCCCN4CCCCCC4)ccc3c2=O)cc1	-2.0	-5.2	-10.2	17.6	108.0	-55.9	-1.2	3.8	-2.5
CC1(C)CC(=O)c2cnc(NC(=O)CSC(=S)N3CCCCC3)nc2C1	-1.0	-3.4	6.1	-3.0	94.0	5.9	-1.1	28.9	-0.6
COC(=O)c1c(NC(=O)c2cccnc2)sc(C(=O)N(C)C)c1C	1.0	-2.8	23.9	-9.9	109.0	-3.2	0.1	19.4	-6.5

Some of these compounds in order of their number in MEKK2mut PB1 HTS, largest number first.
| mol | MEKK2mut PB1 HTS |
| --- | --- |
| CC(Sc1nc2ccccc2n1C)C(=O)Nc1ccc(N2CCOCC2)cc1 (stereo not drawn) | 2.0 |
| O=C(CCCN1C(=O)CCC1=O)Nc1ccc(Cl)c(C(F)(F)F)c1 | 1.0 |
| O=C1C(=O)N(CCN2CCOCC2)C(c2ccc([N+](=O)[O-])cc2)/C1=C(/O)c1ccc2c(c1)OCO2 (stereo not drawn) | -6.0 |

Further structures follow.
SMILES	MEKK2mut PB1 HTS	IMP-1 inhibitor	NALP1 inh	DNA FID counter	MEKK2wt PB1 HTS	HCV NS3 hel inh	VIM-2 inhibitor	UBC9 SUMO inh	PfM18AAP inh
COc1cccc(C2Cc3ccccc3C(=O)O2)c1 (stereo not drawn)	0.0	-1.1	27.1	-8.6	104.0	-2.2	0.3	0.5	-3.7
Cc1ccc(C(=O)N[C@H](C(=O)OCC(=O)NC2CCS(=O)(=O)C2)C(C)C)cc1 (stereo partly drawn)	0.0	-0.5	.	-3.1	110.0	-3.2	-3.5	-0.7	-12.1
CC1CCN(S(=O)(=O)c2ccc3[nH]c(=O)cc(C(=O)O)c3c2)CC1	7.0	-0.5	11.1	-0.2	106.0	-4.5	-0.4	8.8	-9.8
CCOC(=O)C(=CNc1nc(-c2ccccc2)c(C(=O)Nc2ccc(-c3ccccc3)cc2)s1)C(=O)OCC	-2.0	-2.3	16.6	-10.5	97.0	-4.1	-2.8	7.2	7.5
CC(C)(CO)CNC(=O)CCc1nnc(-c2ccc(-c3ccccc3)cc2)o1	1.0	0.6	22.0	-36.7	103.0	-1.1	1.8	-7.3	4.0
S=C(NCc1ccccc1)NCc1ccccc1Cl	-4.0	-4.0	-24.6	-5.6	90.0	-3.9	-4.2	-7.1	-1.2
CCCC(=O)NC(=S)Nc1ccccc1C(=O)OC	10.0	-1.8	0.1	-2.8	112.0	-8.6	-0.9	17.5	7.8
CC1(C)CN(O)CCN1O	13.0	-0.9	19.8	-3.2	122.0	-4.3	-1.0	-1.3	1.3
Cc1nc2ccc(S(=O)(=O)NC(C(=O)N3CCCCCC3)C(C)C)cc2s1 (stereo not drawn)	1.0	-2.9	4.4	-18.7	104.0	0.0	-2.1	10.6	-0.4
CC(CCN1CCOCC1)c1ccccc1 (stereo not drawn)	3.0	-2.5	22.4	-0.3	107.0	-2.9	-2.0	-8.6	-0.1
O=C(CSc1nnc(CNC(=O)c2c(F)cccc2F)o1)NCC1CCCO1 (stereo not drawn)	9.0	-3.3	-3.9	-4.6	109.0	-0.4	-0.9	3.2	1.3
S=C(Nc1ccccn1)NC1CCCCC1	-29.0	-2.0	32.7	-13.1	89.0	1.4	-1.1	29.3	18.7
Cc1cc(C)nc(SCc2ccc(C(=O)N/N=C/c3ccccn3)cc2)n1	-2.0	-0.5	-5.5	-5.7	92.0	3.0	1.2	19.0	6.4
CCc1ccc(-c2cc(C(F)(F)F)n3nc(C(=O)Nc4c(C)nn(Cc5ccccc5C)c4C)cc3n2)s1	-4.0	-2.9	38.8	-1.8	91.0	9.9	-3.8	-2.7	2.9
O=C(NCCNc1ccc([N+](=O)[O-])cc1)c1ccc(Cl)cc1	-2.0	-0.3	-9.8	10.3	94.0	-14.8	-0.5	-5.0	-7.7
COc1ccccc1NS(=O)(=O)c1ccc(NC(=O)Cc2cccs2)cc1	-4.0	-0.9	45.8	-9.3	93.0	-9.8	0.1	-7.8	-1.8
CCCC(=O)NCCc1nc2ccccc2n1C	3.0	-2.6	13.3	-0.1	108.0	-0.5	-3.0	6.7	2.8
Cc1cc(C)nc(SCC(=O)Nc2ccc(N3CCOCC3)cc2)n1	-10.0	-1.0	-2.6	-11.8	91.0	4.8	-3.4	0.4	7.6
CS/C(=C\[N+](=O)[O-])Nc1ccccc1	3.0	-1.1	34.7	-2.5	105.0	-2.3	0.4	14.5	4.1
C=C(C)CSc1nncn1/N=C/c1ccc(OC)cc1	4.0	-3.3	17.3	-19.0	100.0	-0.3	-3.1	-3.7	-3.5
O=C(Nc1nccs1)c1ccc(NC(=O)C2CC=CCC2C(=O)O)cc1 (stereo not drawn)	-4.0	-3.2	3.5	-9.4	94.0	4.0	-1.8	-2.5	0.8
CCCn1c(/C=C/c2ccco2)nc2ccccc21	-1.0	3.6	35.7	-35.4	97.0	52.2*	2.7	13.8	3.0
COc1ccccc1-c1nnc(SCC(=O)NC2CCCCC2)n1C	6.0	-2.5	13.7	-13.7	98.0	2.3	-1.8	15.0	-8.7
Cc1ccc(C(C(=O)NC2CCCCC2)N(C(=O)c2csnn2)C2CC2)cc1 (stereo not drawn)	-3.0	-2.2	-7.5	-33.7	95.0	9.3	-2.7	9.1	-4.5
COc1cccc(NC(=O)c2ccc(S(=O)(=O)N(C)C)cc2)c1	-1.0	-3.0	-3.4	-11.9	107.0	-5.9	-0.5	-12.7	-4.2
C#CCOCCOCCOCCNc1nc(N2CCN(C(=O)[C@H](Cc3ccc(O)cc3)n3cc([C@@H](N)C(C)CC)nn3)CC2)nc(N2CCN(C(=O)[C@H](CCCCN)n3cc([C@@H](N)CO)nn3)CC2)n1 (stereo partly drawn)	18.0	-2.4	-0.5	43.7*	131.0	-71.6	1.3	10.7	-2.3
COc1cc2ncnc(NCc3ccc(C)cc3)c2cc1OC	22.0	-3.1	17.4	9.4	111.0	1.4	-2.4	4.2	2.1
CC(=O)c1ccc(NC(=O)c2cc(C)nc3ccccc23)cc1	3.0	-2.6	12.2	-11.5	107.0	-3.5	0.5	14.8	-11.6
O=C(NCCCN1CCOCC1)c1ccc(N2CCOCC2)c([N+](=O)[O-])c1	5.0	-2.4	6.1	4.5	106.0	7.9	-3.6	8.0	0.1
Cc1nnsc1C(=O)Nc1cccc(Cl)c1C	-6.0	0.2	1.2	-2.5	94.0	12.4	-1.4	12.9	-3.1

Two records picked at random from those above, as already listed:
SMILES	MEKK2mut PB1 HTS	IMP-1 inhibitor	NALP1 inh	DNA FID counter	MEKK2wt PB1 HTS	HCV NS3 hel inh	VIM-2 inhibitor	UBC9 SUMO inh	PfM18AAP inh
COc1cc2ncnc(NCc3ccc(C)cc3)c2cc1OC	22.0	-3.1	17.4	9.4	111.0	1.4	-2.4	4.2	2.1
CC(CCN1CCOCC1)c1ccccc1 (stereo not drawn)	3.0	-2.5	22.4	-0.3	107.0	-2.9	-2.0	-8.6	-0.1
